Compound activity (PubChem)
A350 autofl = qHTS Assay for Spectroscopic Profiling in A350 Spectral Region; actives 11% (n = 59,000); Compound autofluorescence, 340/450 nm, Alexa 350 dye-equivalents; active compounds read high; max dye-equivalent concentration, M; AID 590, 2007; in the data active means max dye-equivalent concentration above about 10 nM; inconclusive means mostly about 1.1 nM to 9.6 nM
Fluorescein autfl = qHTS Assay for Spectroscopic Profiling in Fluorescein Spectral Region; Compound autofluorescence, 480/540 nm, fluorescein-equivalent; active compounds read high; max fluorescein-equivalent concentration, M; actives 0.91% (n = 59,000); in the data active means max fluorescein-equivalent concentration above about 10 nM; inconclusive means between about 1.1 nM and that limit
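Tris 100 mM pH 8.0; 15 min RT; CCD read, ex 480/em 540 nm. Output: fluorescein-equivalent concentration per compound concentration, from six-point dye series on each plate.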
BRCT inh green = qHTS Assay for Inhibitors of BRCT-Phosphoprotein Interaction (Green Fluorophore) | Breast cancer type 1 susceptibility protein (Homo sapiens), P38398 | BRCA1 BRCT-phosphopeptide binding, green fluorescence polarization | Potency, µM (titrated, usually from 76.9 µM), for the others: top-dose activity change, negative = inhibition, hits mostly inhibitors | actives 0.05% (n = 75,000) | AID 875, 2007;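 further: potency means the concentration at half of the fitted maximal effect; plate controls were peptide without protein for full effect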
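Fluorescence polarization: His-tagged BRCT (~35 kDa BRCA1 C-terminus, 250 nM) bound to 100 nM fluorescein-labeled phosphorylated 10-aa BACH1 peptide, pH 7.3 phosphate buffer with DTT and Tween 20. Compounds incubated 12 min at room temperature; inhibition read as lowered polarization.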
BRCT PPI red = qHTS Assay for Inhibitors of BRCT-Phosphoprotein Interaction (Red Fluorophore) | actives 0.03% (n = 75,000) | BRCT-phosphopeptide binding, red fluorescence polarization | AID 892, 2007 | Breast cancer type 1 susceptibility protein (Homo sapiens), P38398 | Potency, µM (top dose mostly 76.9 µM), inactives show at the top dose activity change, negative = inhibition, hits mostly inhibitors; further: on the % scale 0 is the no-effect control and ±100 the full control effect
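Rhodamine-labelled pBACH1 10-mer (100 nM) bound to BRCT domain (100 nM) at pH 7.3; compounds incubated 12 min room temperature, polarization read. Free peptide defines full inhibition; unlabelled decapeptide titrated as control.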
HEK293 cAMP ctrl = qHTS Assay for Agonists of the Thyroid Stimulating Hormone Receptor: Activators of Intracellular cAMP Concentrations in Parental HEK 293 | parental HEK293 CNG cAMP sensor, membrane potential fluorescence | AID 938, 2007 | actives 2.5% (n = 73,000) | Potency, µM (titrated, usually from 57.1 µM), for inactives: at the top dose activation, hits mostly activators; further: potency means the concentration at half of the fitted maximal effect; % of control where 0% means no effect; nearly all actives have a fitted effect of over 55% in size
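Parental HEK 293 cells stably expressing a modified CNG channel (no TSHR) report cAMP rise as membrane depolarization. Membrane potential dye with 100 uM RO 20-1724 was loaded for 60 min at room temperature, then compound added for 30 min; fluorescence read at 590 nm.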
Rhodamine autofl = qHTS Assay for Spectroscopic Profiling in Rhodamine Spectral Region; actives 0.05% (n = 59,000); Rhodamine-region fluorescence, 547/598 nm, Tris buffer; active compounds read high; max dye-equivalent concentration, M; in the data active means max dye-equivalent concentration above about 11 nM; inconclusive means between about 1.1 nM and that limit
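Intrinsic compound fluorescence, ex 547 / em 598 nm, CCD imager. Tris 100 mM pH 8.0; 15 min RT. Output = rhodamine dye-equivalent concentration at each compound concentration.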
Casp7 inh = qHTS Assay for Allosteric/Competitive Inhibitors of Caspase-7 | P55210 | recombinant caspase-7, Ac-DEVD-AFC fluorescence rate | Potency, µM (top dose mostly 57.5 µM), for inactives: at the top dose activity change, negative = inhibition, most hits filed as inhibitors | actives 0.02% (n = 75,000); active means well fitted inhibition curve with a large enough effect in the main read-out, with a control signal flat, not every such curve was filed as active; inconclusive means small, poorly fitted or top-dose-only effect, or a change in a side signal; further: potency means the concentration at half of the fitted maximal effect; % of control where 0% means no effect
Caspase-1 inhib = qHTS Assay for Allosteric/Competitive Inhibitors of Caspase-1. P29466. Caspase-1 enzyme, Ac-WEHD-AFC fluorogenic rate. Potency, µM (top dose mostly 57.5 µM), without a hit: top-dose activity change, negative = inhibition, actives largely listed as inhibitors. actives 0.03% (n = 75,000). AID 900, 2007;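 further: potency means the concentration at half of the fitted maximal effect; plate controls were vehicle for no effect and no substrate for full effect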
TexasRed autofl = qHTS Assay for Spectroscopic Profiling in Texas Red Spectral Region; Compound fluorescence, Texas Red channel, 547/618 nm; active compounds read high; max dye-equivalent concentration, M; actives 0.06% (n = 59,000); AID 587, 2007; in the data active means max dye-equivalent concentration above about 10 nM; inconclusive means between about 1.1 nM and that limit
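Pin-transferred compounds and Texas Red standards go into 100 mM Tris buffer, pH 8.0. After 15 min at room temperature, plates are imaged with 547/618 nm filters. Each value is a dye-equivalent concentration derived from the per-plate dye curve.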
USP2a inh = qHTS Assay for Inhibitors of Ubiquitin-specific Protease USP2a; AID 927, 2007; Potency, µM (doses to about 38.3 µM), inactives show top-dose activity change, negative = inhibition, usual class: inhibitors; actives 0.1% (n = 60,000); USP2a enzymatic assay, qHTS inhibition; Ubiquitin carboxyl-terminal hydrolase 2 (Homo sapiens), O75604;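 further: potency means the concentration at half of the fitted maximal effect; nearly all actives have a fitted effect of over 60% in size; plate controls were DMSO for no effect and NEM full inhibition control for full effect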
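20 nM USP2 core + cpd, 30 min RT; add 20 nM Ub-PLA2/20 uM NBD C6-HPC; read Ex460/Em535 at 0 h and 2.5 h. Normalized to NEM; qHTS curve fit/classification.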
4-MU autofl = qHTS Assay for Spectroscopic Profiling in 4-MU Spectral Region | compound autofluorescence, 340/450 nm, 4-MU equivalents; active compounds read high | max dye-equivalent concentration, M | actives 11% (n = 59,000) | AID 589, 2007; in the data active means max dye-equivalent concentration above about 10 nM; inconclusive means mostly about 1.1 nM to 9.6 nM
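Intrinsic fluorescence at 340/450 nm (ex/em) was read after 15 min at room temperature in pH 8.0, 100 mM Tris. Each compound concentration expressed as 4-MU-equivalent concentration from a six-point 4-MU standard series on each plate.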
* hit, by the source's call; i = inactive; ? = inconclusive; . = not tested or not shown; [ ] = dose if it differs, or a comment. Unless noted, the call rests on the fitted dose curve; in most records, active means well fitted curve in the direction sought with a large enough effect; inconclusive means small, poorly fitted or top-dose-only effect, or another doubt; inactive means no such curve, though single readings can be large; an effect the other way counts as inactive or inconclusive.

SMILES	A350 autofl	Fluorescein autfl	BRCT inh green	BRCT PPI red	HEK293 cAMP ctrl	Rhodamine autofl	Casp7 inh	Caspase-1 inhib	TexasRed autofl	USP2a inh	4-MU autofl
CC1=C/C(=C/N(C)c2ccccc2)C(=O)S1	i	?	-5.9%	-0.6%	3%	i	-10%	-13%	i	8%	i
O=C(Cc1ccc2cccnc2c1)c1ccc(O)cc1O	5.4e-08M*	?	2.6%	0.5%	-7%	i	-1%	0%	i	0%	4.4e-08M*
Cc1ccc(N2CCN(C(=S)c3ccc(N(C)C)cc3)CC2)cc1	i	i	-0.3%	-1.1%	-5%	i	-3%	-2%	i	31%[activator]	i
O=C(Nc1ccc(Cl)cc1)Nc1ccc2c(c1)N1CCN=C1S2	i	?	-0.9%	0.9%	-4%	i	-1%	-2%	i	49%[activator]	i
CN1CC[C@@]23c4ccccc4N[C@H]1[C@]21CCN(C)[C@@H]3Nc2ccccc21	?	?	-1.1%[34.4 µM]	0.9%[34.4 µM]	12%[25.6 µM]	i	0%[25.7 µM]	3%[25.7 µM]	i	-4%[17.1 µM]	?
Cc1c(NC(=O)NC(=O)c2ccc(F)cc2)c(=O)n(-c2ccccc2)n1C	.	.	-3.1%	1.3%	15%	.	-1%	-2%	.	5%	.
Cc1ccc(CNC(=O)c2cccc(-n3cnnn3)c2)cc1	i	?	-1.2%	-1.9%	?	i	-1%	2%	?	3%	i
COc1cc(-c2cc3nc(C)c(C)c(=O)n3[nH]2)cc(OC)c1OC	i	?	5.2%	3.7%	6%	i	1%	2%	i	.	i
COc1ccc(Cl)cc1NC(=O)N(C)Cc1c(C)nn(C)c1C	?	i	-1.9%	-1.2%	11%	i	0%	0%	i	1%	i
CC(C(=O)c1ccccc1)n1cnc2ccccc2c1=O (stereo unspecified)	i	i	1.1%	1.6%	?	i	1%	-1%	i	3%	i
Cc1cc(C)c(C#N)c(SCC(=O)Nc2ccc(S(=O)(=O)Nc3onc(C)c3C)cc2)n1	.	.	0.2%	-1.2%	8%	.	-4%	-2%	.	.	.
CC(=O)NCCc1cc2ccc(C)c(C)c2[nH]c1=O	.	.	-2.0%	-1.0%	?	.	-1%	3%	.	.	.
O=C1C2CC=C(Cl)CC2C(=O)N1CNc1ccccn1 (stereo unspecified)	i	i	.	.	.	i	.	.	i	.	i
Cc1nc(NCCO)c2nc(-c3ccccc3)n(CCN(C)C)c2n1	.	.	-1.8%	-3.8%	2%	.	-1%	0%	.	.	.
COCc1cc(C)nc(SCC(=O)Nc2cccc(C)c2)c1C#N	i	i	-1.0%	-1.4%	5%	i	-3%	-6%	i	0%	i
CCC(OC(=O)C(NC(=O)c1ccccc1)c1ccccc1)C(=O)Nc1cc(C)on1 (stereo unspecified)	.	.	-1.0%	0.2%	19%[11.4 µM]	.	1%	-2%	.	16%[7.66 µM]	.
CCOC(=O)N1CCN(c2c(N3CCN(c4ccccc4OC)CC3)c(=O)c2=O)CC1	.	.	-3.5%	-0.6%	4%	.	-2%	-1%	.	.	.
CC(C)N(Cc1nc(-c2ccccc2)no1)C(=O)CSc1ccccc1	i	i	3.1%	-1.7%	?	i	-2%	-3%	i	-5%	i
CCOc1cc(C2NC(=O)N(C)C(C)=C2C(=O)OC)cc(Br)c1O (stereo unspecified)	i	?	7.2%	1.6%	12%	i	-3%	-8%	i	-17%	i
CC(=O)OCC(=O)[C@@]1(O)CCC2C3CCC4=CC(=O)CC[C@@]4(C)[C@]3(F)C(O)C[C@]21C (stereo partly specified)	.	.	-2.4%[3.08 µM]	1.6%	.	.	2%	1%	.	8%	.

Molecules above with an aryl methoxy group, in the order listed:
SMILES	A350 autofl	Fluorescein autfl	BRCT inh green	BRCT PPI red	HEK293 cAMP ctrl	Rhodamine autofl	Casp7 inh	Caspase-1 inhib	TexasRed autofl	USP2a inh	4-MU autofl
COc1cc(-c2cc3nc(C)c(C)c(=O)n3[nH]2)cc(OC)c1OC	i	?	5.2%	3.7%	6%	i	1%	2%	i	.	i
COc1ccc(Cl)cc1NC(=O)N(C)Cc1c(C)nn(C)c1C	?	i	-1.9%	-1.2%	11%	i	0%	0%	i	1%	i
CCOC(=O)N1CCN(c2c(N3CCN(c4ccccc4OC)CC3)c(=O)c2=O)CC1	.	.	-3.5%	-0.6%	4%	.	-2%	-1%	.	.	.

(next part)
SMILES	A350 autofl	Fluorescein autfl	BRCT inh green	BRCT PPI red	HEK293 cAMP ctrl	Rhodamine autofl	Casp7 inh	Caspase-1 inhib	TexasRed autofl	USP2a inh	4-MU autofl
CC(=O)SC(C)CC(=O)Nc1ccccc1 (stereo unspecified)	.	.	-0.1%	0.9%	-46%[inhibitor]	.	-1%	-1%	.	3%	.
Cc1ccc(CN(Cc2cc3cccc(C)c3[nH]c2=O)C(=O)N(C)C)cc1	i	i	-2.8%	1.2%	22%	i	-1%	3%	i	15%	i
COC(=O)[C@@H]1CC[C@H](C)[C@@H](c2ccc(C)cc2)N1C(=O)c1ccc(/C=N\OC[C@@H](O)[C@H]2O[C@H]3OC(C)(C)O[C@H]3[C@@H]2O)cc1	.	.	-0.9%[15.4 µM]	1.3%[15.4 µM]	1%[11.4 µM]	.	-1%[11.5 µM]	0%[11.5 µM]	.	.	.
CC(Cc1cccs1)NC(=O)NC1CCCCC1 (stereo unspecified)	i	i	-0.5%	-0.1%	6%	i	7%	-1%	i	-1%	i
O=C(Nc1nccs1)c1cc(S(=O)(=O)N2CCOCC2)ccc1Cl	.	.	-0.3%	-1.3%	2%	.	-1%	-2%	.	1%	.
CC1S/C(=C(\C#N)C(=O)NCc2ccco2)N(Cc2ccco2)C1=O (stereo unspecified)	i	?	-1.8%	-0.7%	3%	i	-4%	-2%	i	3%	i
CN1CCN(c2ccnc(-c3cccc(NS(C)(=O)=O)c3)n2)CC1	i	i	-0.8%	-0.1%	4%	i	0%	0%	i	-1%	i
CN(C(=O)COC(=O)c1ccc2c(c1)OCO2)C1CCS(=O)(=O)C1 (stereo unspecified)	?	i	-1.6%	1.6%	4%	i	2%	1%	i	-3%	?
COc1ccc(NC(=O)c2ccc3c(c2)n(C)c(=O)n3C)cc1	.	.	-2.3%	0.5%	11%	.	0%	-4%	.	.	.
CCOC(=O)C1=C(N)OC2=C(C(=O)CC(C)(C)C2)C1c1ccoc1 (stereo unspecified)	i	i	0.4%	0.4%	13µM*	i	0%	-2%	i	0%	i
O=c1c2ccccc2nc(-c2ccccc2)n1CCCN1CCOCC1	?	i	-0.6%	-1.4%	5%	i	0%	-2%	i	-2%	?
CCOC(=O)c1ccc(NC(=O)Cn2cc3c(n2)CCC(C)C3)cc1 (stereo unspecified)	.	.	-3.5%	0.9%	29%	.	1%	2%	.	.	.
COc1cc(C)c(S(=O)(=O)Nc2ccccc2F)cc1C	?	i	0.4%	-0.5%	15%	i	1%	-2%	?	9%	?
Cc1cc(-c2ccccc2)nc(SCc2ccc(C(=O)O)o2)n1	i	i	3.9%	-1.5%	-2%	i	-2%	1%	i	-15%	i
CC1=C(C(=O)NC(C)C)C2(CCC(C)CC2)OC1=O (stereo unspecified)	.	.	-4.5%	-0.8%	8%	.	0%	-1%	.	.	.
CCCN1C(=O)C2(C(C(=O)c3ccc(C)o3)=C(O)C(=O)N2CCCN2CCOCC2)c2ccccc21 (stereo unspecified)	?	i	-1.5%	-0.1%	1%	i	-3%	-3%	i	-1%	?
O=C(COC(=O)c1ccc(S(=O)(=O)NCc2ccco2)cc1)NCCC1=CCCCC1	i	i	1.0%	-0.6%	-2%	i	-5%	0%	i	8%	i
O=C(NCC(F)(F)F)Nc1cccnc1	i	i	-0.7%	0.1%	1%	i	0%	1%	i	-3%	i
O=C(c1cccnc1)N1CCc2ccccc2C1	.	.	-1.3%	-0.5%	5%	.	-1%	-3%	.	-2%	.
CS(=O)(=O)N(CC(=O)O)c1ccccc1	.	.	-3.3%	-0.3%	2%	.	-1%	-1%	.	.	.
Cc1[nH]nc2c1C(c1ccc(-c3ccccc3C#N)o1)C(C#N)=C(N)O2 (stereo unspecified)	?	i	0.1%	0.5%	-10%	i	-19%	-18%	?	185%[activator]	i
O=C1CC(N2CCN(C/C=C/c3ccccc3)CC2)C(=O)N1Cc1cccs1 (stereo unspecified)	i	?	2.9%	0.6%	17%	i	0%	5%	i	30%	i
COc1ccc(-c2cc(OC)c3c(C)oc(C)c3c(=O)c2)cc1OC	i	?	0.9%	-1.7%	?	i	-5%	-11%	i	8%	i
COc1ccc(NC2=NCCC(=O)N2Cc2cccs2)cc1	i	i	-0.2%	-0.2%	5%	i	1%	-1%	?	2%	i

Not all compounds are listed; the hit share may differ from the screen's.
